Assay outcomes (PubChem BioAssay)
S1P3 agonist = S1P3 (human) receptor agonism; Q99500; activation, % at 4.5 µM; AID 373; 60,000 compounds, 0.1% hits; S1P3 NFAT-BLA reporter cells, FRET ratio; relative to 1 µM S1P, basal subtracted;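 active = activation above the screen-wide mean plus 3 SD, cut at about 4.5% in these data, passing the limit was not always enough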; note: some compounds called inactive have numbers as strong as hits
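Material: Human S1P3 NFAT-BLA reporter CHO cells | Incubation: Overnight plating, 4 h compound 37 °C, 2 h substrate RT | Signal: FRET β-lactamase substrate fluorescence, excitation 405 nm, 460/535 nm emission ratio, background-subtracted | Compound: 4.5 µM final, single dose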
5HT1E ag = activates the human 5-HT1E serotonin receptor | AID 574 | 65,000 compounds, 0.69% hits | P28566 | CHO 5-HT1E Ga15 NFAT-bla reporter, FRET; 0% DMSO wells, 100% control agonist wells | activation, % at 6 µM;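 active = activation above a set limit, the screen-wide mean activation plus 3 SD, cut at about 8.5% in these data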;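 note: 100% = positive control agonist at 1 µM giving full maximal response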
5HT1E antag = antagonists of human 5-HT1E serotonin receptor; CHO 5-HT1E Ga15 NFAT-bla reporter, FRET, antagonist; inhibition, % at 6 µM; 65,000 compounds, 0.99% hits;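 active = inhibition above a set limit, the mean inhibition across every tested compound plus 3 SD, cut at about 29% in these data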;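 note: signal is the 460 over 535 nm emission ratio of beta-lactamase substrate; 0% = agonist plus DMSO wells and 100% = wells without agonist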
M1 antag = M1 muscarinic receptor (rat) antagonism; CHO-M1 cells, Fluo-4 calcium, ACh EC80 antagonist mode; hits give low values; B-score at 10 µM; 64,000 compounds, 3.4% hits;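 active = calcium fluorescence response, raw or row-and-column corrected B-score, differing from the plate sample mean either way at a set confidence level, mostly lower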
5-HT1A blocker = antagonists of human 5-HT1a serotonin receptor | P08908 | CHO 5-HT1a Ga15 NFAT-bla reporter, antagonist mode | inhibition, % at 10 µM | 62,000 compounds, 0.68% hits;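 active = inhibition above the mean of all tested compounds plus 3 SD, cut at about 43% in these data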;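 note: receptor stimulated by 5-CT agonist at 100 nM near EC80; beta-lactamase reporter measured by ratiometric fluorescence of a cleavable substrate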
Target sequence (P08908 whole entry, looked up): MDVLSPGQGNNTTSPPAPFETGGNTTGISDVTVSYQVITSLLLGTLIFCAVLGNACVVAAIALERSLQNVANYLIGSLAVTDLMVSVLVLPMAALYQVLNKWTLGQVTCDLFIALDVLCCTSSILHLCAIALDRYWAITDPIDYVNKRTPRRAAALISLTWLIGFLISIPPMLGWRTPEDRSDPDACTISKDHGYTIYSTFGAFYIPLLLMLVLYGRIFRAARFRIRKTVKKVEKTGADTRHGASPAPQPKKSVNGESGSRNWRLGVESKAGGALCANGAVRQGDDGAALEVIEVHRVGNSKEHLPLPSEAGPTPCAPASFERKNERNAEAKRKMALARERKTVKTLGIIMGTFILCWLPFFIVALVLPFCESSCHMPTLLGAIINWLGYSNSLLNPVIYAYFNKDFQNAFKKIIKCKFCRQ
Jurkat viability = reduces viability or proliferation of Jurkat cells; Jurkat E6.1 viability, ATP luminescence, 48 h; inhibition, % at 4 µM; 56,000 compounds, 1.2% hits; AID 463;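 active = inhibition above the mean inhibition of all tested compounds plus 3 SD, cut at about 28% in these data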
M1 agonist = activates the M1 muscarinic receptor. B-score at 10 µM. CHO-M1 cells, Fluo-4 calcium fluorescence, agonist mode; hits give high values. 64,000 compounds, 3% hits;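 active = fluorescence rise, raw or as B-score row- and column-corrected plate score, outside the 99.7% band of its plate's samples, either direction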
S1P1 ag pot = activates or potentiates agonism at human S1P1 receptor; 56,000 compounds, 0.57% hits; AID 449; S1P1 CRE-bla cells, forskolin, beta-lactamase FRET, potentiator mode; S1P1 agonist co-added at EC20, 2 nM; 100% = saturating reference agonist, 0% = basal; activation, % at 9.5 µM; P21453;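 active = activation above a cutoff set at the mean activation of all tested compounds plus 3 SD, cut at about 54% in these data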;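 note: forskolin at 4 µM as EC80 and the EC20 agonist is SEW2871; 100% = SEW2871 at its EC100 plus forskolin at EC80; some compounds past the cut are filed as inactive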
Target sequence (P21453 whole entry, looked up): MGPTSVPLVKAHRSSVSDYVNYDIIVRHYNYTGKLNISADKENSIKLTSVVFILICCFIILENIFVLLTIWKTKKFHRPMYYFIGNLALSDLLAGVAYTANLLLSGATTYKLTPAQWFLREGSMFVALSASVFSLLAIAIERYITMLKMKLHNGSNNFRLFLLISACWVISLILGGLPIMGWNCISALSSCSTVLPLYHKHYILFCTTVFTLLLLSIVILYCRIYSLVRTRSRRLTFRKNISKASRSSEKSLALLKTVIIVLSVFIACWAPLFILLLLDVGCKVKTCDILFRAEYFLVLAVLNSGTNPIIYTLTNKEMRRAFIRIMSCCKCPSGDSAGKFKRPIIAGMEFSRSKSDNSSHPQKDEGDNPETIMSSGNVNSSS
5HT1a ag = agonists of human 5-HT1a serotonin receptor; P08908; CHO 5-HT1a Ga15 NFAT-bla reporter, FRET ratio; 0% basal, 100% maximal reference agonist; activation, % at 10 µM; 65,000 compounds, 0.56% hits;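 active = activation above the screen-wide mean activation plus 3 SD, cut at about 19% in these data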;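 note: 0% = DMSO wells and 100% = 5-CT at EC100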
An asterisk follows results filed as active; nt = not tested or not shown.

SMILES	S1P3 agonist	5HT1E ag	5HT1E antag	M1 antag	5-HT1A blocker	Jurkat viability	M1 agonist	S1P1 ag pot	5HT1a ag
CCn1c(CSc2nc(C)cc(C)n2)nnc1SCC(=O)Nc1nc(-c2ccccc2)cs1	-0.2	0.0	-12	-0.36	-5	0	-0.015	6	1.0
COc1ccccc1CNC(=O)C1CCCN(S(=O)(=O)c2cccc3cccnc23)C1 (configuration not stated)	-0.1	1.1	2	-0.23	-5	-7	0.0036	-13	-0.4
CCCn1cnc2c(cnn2-c2ccc(F)cc2)c1=O	-0.1	-0.1	-3	-0.16	-8	-8	0.28	-12	-2.2
CCN(CC)C(=O)C1CCCN(C(=O)Nc2ccc3nsnc3c2)C1 (configuration not stated)	nt	0.8	-10	0.39	6	nt	-1.1	nt	-4.2
O=C(CN1CCOc2ccccc21)NCc1cccs1	nt	1.0	7	0.37	-4	nt	0.24	nt	-0.9
CN(C)S(=O)(=O)c1ccc(C(=O)Nc2nnc(Cc3ccccc3)s2)cc1	-0.7	0.1	-6	0.85	-1	-3	-0.053	8	-2.9
CC(OC(=O)C(NC(=O)c1ccco1)C(C)C)C(=O)Nc1ncc(Cl)cc1Cl (configuration not stated)	0.1	-0.8	-4	-0.05	-14	-5	0.0078	3	2.0
CCCC(=O)c1ccc(N2CCN(S(=O)(=O)c3ccc(C)cc3)CC2)c(F)c1	-0.4	-0.9	0	0.19	5	-3	0.84	-4	-1.1
CCc1ccc2[nH]c(=O)c(CN(CCN3CCCC3)C(=O)NC3CCCCC3)cc2c1	0.0	0.2	-10	-2.7	-14	8	0.055	18	1.3
CCc1nc2ccccc2c(C(=O)OCC(=O)NCc2ccco2)c1C	-1.0	0.0	5	-0.21	-8	7	0.16	-11	-1.0

Of the compounds above, three have a halogen.
SMILES	S1P3 agonist	5HT1E ag	5HT1E antag	M1 antag	5-HT1A blocker	Jurkat viability	M1 agonist	S1P1 ag pot	5HT1a ag
CCCn1cnc2c(cnn2-c2ccc(F)cc2)c1=O	-0.1	-0.1	-3	-0.16	-8	-8	0.28	-12	-2.2
CC(OC(=O)C(NC(=O)c1ccco1)C(C)C)C(=O)Nc1ncc(Cl)cc1Cl (configuration not stated)	0.1	-0.8	-4	-0.05	-14	-5	0.0078	3	2.0
CCCC(=O)c1ccc(N2CCN(S(=O)(=O)c3ccc(C)cc3)CC2)c(F)c1	-0.4	-0.9	0	0.19	5	-3	0.84	-4	-1.1

Further entries
SMILES	S1P3 agonist	5HT1E ag	5HT1E antag	M1 antag	5-HT1A blocker	Jurkat viability	M1 agonist	S1P1 ag pot	5HT1a ag
COc1ccc(NC(=O)c2cc(-c3ccc(C)o3)nc3ccccc23)cc1OC	-0.5	-0.5	-6	-0.28	-9	15	0.87	3	0.2
COc1ccccc1N(CC(=O)NCc1ccccc1)S(C)(=O)=O	-0.9	-0.7	-1	0.11	-8	-2	0.55	5	-3.1
COc1ccccc1N(C(=O)c1ccco1)C(C(=O)NC1CCCC1)c1cccnc1 (configuration not stated)	nt	0.0	-9	-0.43	10	nt	-1.1	nt	-0.2
CC1CCCN(C(=O)CSCC(=O)N=c2sc3ccccc3n2C)C1 (configuration not stated)	nt	-0.3	17	0.56	-16	nt	0.75	nt	-2.2
CCOc1ccc(OCC)c(NC(=O)Cn2cccc2)c1	-0.2	-1.5	-9	0.93	-6	-4	-0.71	8	0.2
Cc1ccc(-n2ncc3c(NCc4ccccn4)ncnc32)c(C)c1	1.2	0.2	10	-0.014	-5	1	-0.43	-1	-0.1
COc1cc(NCCCC(C)N)c2ncccc2c1 (configuration not stated)	-0.1	-1.0	2	-0.085	-9	1	-0.038	11	-2.8
CCCN=C(N)/C(C(=O)OCC)=C(\O)c1ccc(OC)cc1	-0.5	0.4	-10	-0.05	-14	-6	-0.48	-20	0.3
COc1ccc(CCNC(=O)c2nonc2N)cc1OC	-1.8	0.5	10	nt	2	2	nt	-14	-2.4
Cc1cc(NC(=O)c2cc(-c3ccco3)on2)nn1Cc1ccc(Cl)cc1	-1.2	-0.4	-2	0.88	11	16	0.3	27	-4.5

Pulled one by one from the entries so far:
SMILES	S1P3 agonist	5HT1E ag	5HT1E antag	M1 antag	5-HT1A blocker	Jurkat viability	M1 agonist	S1P1 ag pot	5HT1a ag
CCCN=C(N)/C(C(=O)OCC)=C(\O)c1ccc(OC)cc1	-0.5	0.4	-10	-0.05	-14	-6	-0.48	-20	0.3
CCOc1ccc(OCC)c(NC(=O)Cn2cccc2)c1	-0.2	-1.5	-9	0.93	-6	-4	-0.71	8	0.2
CC1CCCN(C(=O)CSCC(=O)N=c2sc3ccccc3n2C)C1 (configuration not stated)	nt	-0.3	17	0.56	-16	nt	0.75	nt	-2.2

Going on with the list:
SMILES	S1P3 agonist	5HT1E ag	5HT1E antag	M1 antag	5-HT1A blocker	Jurkat viability	M1 agonist	S1P1 ag pot	5HT1a ag
Cc1cc(NC(=O)c2cc(-c3ccco3)on2)n(-c2ccccc2)n1	-0.3	-0.2	-1	-0.023	5	-1	0.23	4	-4.8
COC(=O)c1sc(NC(C)=O)c(C(=O)OC)c1C	2.0	0.5	0	-0.089	nt	nt	-0.61	-24	0.0
Cc1onc(-c2ccccc2)c1C(=O)N1CCN(CCc2ccccc2)CC1	0.1	-0.7	-2	0	9	-3	-1.4	0	-3.7
Cc1ccc(N2CCCn3c2nc2c3c(=O)n(CC(=O)OCc3ccccc3)c(=O)n2C)cc1C	-0.3	0.9	-22	-0.23	-4	-2	-0.37	-4	0.7
COCc1nnc(NC(=O)CS(=O)(=O)Cc2ccccc2)s1	0.4	0.2	-1	-0.36	-16	-6	0.41	8	-1.9
Cc1nnc2n(C3CCCCC3)c(=O)c3c4c(sc3n12)CCC4	-1.1	-0.1	-3	-9.2e-05	10	-10	0.73	-2	0.4
Fc1ccccc1-c1nc(NCCCN2CCOCC2)c2ccccc2n1	-4.3	-0.7	6	-0.17	nt	nt	-0.72	4	3.1
CCOc1cccc(C(=O)N(Cc2ccc(F)cc2)C2CCS(=O)(=O)C2)c1 (configuration not stated)	-0.6	-0.3	5	-0.73	-2	-5	0.99	-6	-2.1
Fc1cccc(Cl)c1Cn1nnc2c(N3CCC4(CC3)OCCO4)ncnc21	nt	0.8	-3	0.37	-7	nt	0.68	nt	-1.8
COC(=O)c1ccccc1NC(=O)C(C)Oc1ccccc1 (configuration not stated)	0.1	-0.7	3	1.4	0	-3	-0.21	-5	0.2
CCc1ccccc1NC(=O)c1cc(-c2cccc(O)c2)on1	-0.2	0.4	-3	-0.037	-12	2	0.032	-33	-1.1
Cc1ccc(N2C(=O)c3ccccc3C2Nc2cccnc2)nc1 (configuration not stated)	-0.9	-0.5	13	0.12	9	-2	0.59	-2	-1.6
Cc1ccc(C2/C(=C(\O)c3c(C)nc4ccccn34)C(=O)C(=O)N2CCCN(C)C)o1 (configuration not stated)	-1.1	-0.8	6	-0.2	13	-1	-0.35	-2	-0.2
Cc1ccc(SCCNC(=O)C(C)C)cc1	-0.5	-1.2	6	-0.47	6	-4	0.26	-4	-1.6
CCN1C(=O)c2ccccc2Sc2ccc(C(=O)NCCN3CCOCC3)cc21	-1.7	0.6	-2	0.32	-9	4	0.079	3	-0.7
CSc1ccc2[nH]c(=O)cc(C)c2c1	-1.1	-0.7	7	0.26	-5	-1	1.2	-10	0.6
CC12CCC(C(=O)NCCN3CCCCC3)(CC1=O)C2(C)C (configuration not stated)	-0.2	1.0	-7	0.072	10	-2	0.27	-2	-3.8
COC(=O)c1ccc(CSc2nc3c(c(=O)n2-c2ccc(F)cc2)SCC3)o1	nt	4.2	10	-0.52	22	nt	0.21	nt	-0.7
CN1CCN(S(=O)(=O)c2ccc3ccccc3c2)CC1	-1.4	-0.1	1	0.061	-8	-1	-0.49	-9	-3.6
Fc1ccccc1COc1cccc(/C=N/n2cnnc2)c1	-0.4	-1.5	-4	0.13	0	4	0.67	15	-3.6
CCOC(=O)c1c(C)[nH]c(C)c1C(=O)COc1ccc(NC(=O)c2ccco2)cc1	-0.5	0.1	2	0.67	1	-6	1.1	-12	0.8
Cc1cccc(Nc2nc(N)nc(CN3CCN(C)CC3)n2)c1	0.0	-0.2	-1	nt	-5	-2	nt	-2	1.9
CC(=O)c1c(C)nn(C(C)CC(=O)O)c1C (configuration not stated)	-0.9	-1.4	0	-0.14	0	6	0.099	-13	-1.6
CCOCCCNc1ncnc2c1[nH]c1ccccc12	-1.2	1.6	4	-1.6	18	26	1.1	47	-0.9
Cc1cc(O)c(/C=N/c2ccccn2)c(=O)o1	-0.8	0.7	6	0.57	6	1	-0.81	-3	-0.3
Cc1cc2nncn2c(Cc2ccccc2)n1	-2.8	-0.6	11	0.41	nt	nt	-0.46	-9	0.5
c1ccc(-c2csc(Nc3cccnc3)n2)nc1	-0.6	-0.2	3	-0.023	29	9	0.015	-26	0.4
O=C(O)c1cc(/C=N\O)ccc1OCc1ccccc1	-0.8	-1.1	11	-0.057	-16	7	0.17	-15	0.9
CCOc1nc(-c2ccc(OC)cc2)ccc1-c1noc(-c2ccncc2)n1	-1.0	-0.3	-6	0.3	-12	-3	1.1	-5	0.0
CCC(C)NC(=O)C1c2ccccc2C(=O)N1Cc1cc(OC)ccc1OC (configuration not stated)	-1.3	0.3	2	0.67	24	1	0.77	-7	-0.3
Cc1cc(NC(=O)CSc2nc3c(c(=O)n2CCc2ccccc2)SC(C)C3)no1 (configuration not stated)	-0.2	-0.4	4	0.28	9	-2	-0.47	6	-0.9
COc1ccc(C(=O)CCN2CCCCCC2)cc1	-2.0	-0.3	-1	0.2	nt	nt	0.26	0	-0.7
Cc1ccc(N(O)C(=O)OCCNC(=O)Nc2ccccc2)cc1	-1.0	0.6	6	-1.2	-3	-4	-1.2	-16	-3.4
Cc1cc(C)nc(/N=C2\NC(=O)CC(C(=O)O)N2c2ccc(Cl)cc2)n1 (configuration not stated)	-0.9	-0.6	-6	0.36	-6	3	-0.86	0	0.2
Cc1cc2c(c(=O)o1)C1(C(=O)N(C)c3ccccc31)C(C#N)=C(N)O2 (configuration not stated)	nt	0.2	-7	-0.18	-14	nt	0.72	nt	-0.1
Cc1ccc(S(=O)(=O)N2CCOCC2)cc1C(=O)Nc1ccccn1	-0.2	0.5	-1	0.37	-11	-10	0.25	-2	1.4
COC(=O)c1cc2c(C)nn(-c3ccccc3)c2s1	-0.1	1.1	-6	0.77	25	-3	-0.049	-26	-5.1
C=CCn1c(=O)c2ccccc2n2c(SCC(=O)N3CCCc4ccccc43)nnc12	-2.3	-0.2	5	-1.2	3	-5	0.00052	-12	-0.1
S=c1[nH]ncn1-c1ccccn1	0.2	0.3	1	-0.0078	0	-2	-0.02	22	-1.8
Cc1ccc(C(c2sc3nc(C)nn3c2O)N2CCN(C(=O)c3ccco3)CC2)cc1 (configuration not stated)	0.1	-0.4	1	-0.36	-11	-6	0.44	0	0.9
CCCCNC(=O)c1ccc2c(c1)N(CC)C(=O)CS2	1.3	0.6	-4	-0.3	-1	-7	0.8	-4	0.3
Cc1cc(OCC(=O)C(C)(C)C)c2c(C)c(C)c(=O)oc2c1	0.1	0.1	-13	0.069	-22	-4	0.8	-28	2.0
COC(=O)NC1CSCC1OC(=O)CN1C(=O)c2ccccc2C1=O (configuration not stated)	-1.0	-0.6	19	0.27	-4	-2	0.086	-4	-4.7
CSc1ccccc1NC(=O)c1cc(-c2cccs2)on1	1.2	0.4	-3	-0.098	10	-3	-0.69	-9	0.6
CCCCNC(=O)Nc1ccon1	-0.5	0.4	-4	-1.1	1	-1	-0.69	3	-1.6
